# Bioassay records as filed in PubChem BioAssay.
# RSV antiviral HEp-2: RSV antiviral activity via CPE protection, HEp-2 cells, primary 10 µM value included (AID 2391) | one-dose CPE inhibition, % at 10 µM; IC50 in µM for titrated hits | HEp-2 cells, RSV-induced CPE inhibition; higher % means a stronger effect | hit rate 0.13% among 310,000; in the data active means a potency from the dose series; further: strong numbers were not always called active
# MgcRacGAP inhibition: MgcRacGAP GTPase-activating activity inhibitors, confirmation, biochemical, ADP Hunter fluorescence; inhibition, % at 30 µM; hits with a dose series show IC50 in µM; MgcRacGAP-stimulated Rac1 GTP hydrolysis, ADP Hunter fluorescence; higher % means a stronger effect; GST-tagged Rac1 F28L mutant substrate; hit rate 0.6% among 340,000;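 active means first-screen hits whose inhibition reached a set limit at any dose in the follow-up dose series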;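 further: fluorescence reports GDP produced by GAP-driven GTP hydrolysis; strong numbers were not always called active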
# AID2073: inhibitors of Mint1-CaV2.2 protein interaction, biochemical, HTRF (AID 2073); HTRF protein-protein interaction, Mint1-CaV2.2; higher % means a stronger effect; inhibition, % at 20 µM; hits with a dose series show IC50 in µM; hit rate 0.19% among 290,000; in the data active means inhibition mostly above about 51%, no sharp cut-off; further: some results filed as inactive read as strong as hits
# XIAP antagonists: small molecules displacing peptide from XIAP – biochemical, IAP family, fluorescence polarization (AID 1018) | one-dose displacement, % at 20 µM; IC50 in µM for titrated hits | XIAP BIR domain, fluorescence polarization peptide displacement; higher % means a stronger effect | hit rate 0.007% among 200,000; in the data active means displacement above about 50%; further: a part of the inactive calls stands beside numbers as strong as those of hits
# HIV peptide binding: cell-free HIV fusion peptide-binding blockers – biochemical, uHTS, fluorescence dequenching, primary screen (AID 1986); cell-free peptide binding, fluorescence dequenching, 30 min; higher % means a stronger effect; one-dose inhibition, % at 20 µM; IC50 in µM for titrated hits; hit rate 0.3% among 290,000; in the data active means inhibition mostly above about 52%, no sharp cut-off; inactive means mostly below about 76%; further: some results filed as inactive read as strong as hits
# Large T inhibition: TAg ATPase/helicase activity blockers – biochemical (AID 1903); SV40 large T antigen ATPase/helicase inhibition assay; higher % means a stronger effect; inhibition, % at 20 µM, or IC50 in µM where a hit was titrated; hit rate 0.39% among 310,000; in the data active means a potency from the dose series; further: strong numbers were not always called active
# Siah-1 displacement: Siah-1 peptide-binding antagonists, primary screen, biochemical, fluorescence polarization, rhodamine-plectin, uHTS (AID 1817); Siah-1 / rhodamine-plectin peptide fluorescence polarization; higher % means a stronger effect; one-dose displacement, % at 20 µM; IC50 in µM for titrated hits; hit rate 0.02% among 290,000;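 active means displacement of at least 50% at 20 µM, with a fluorescence ratio check between 0.3 and a set limit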;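 further: plate controls were Siah plus tracer with DMSO for no effect and tracer alone without Siah for full effect; strong numbers were not always called active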
# NS5 inhibitors: flavivirus cap methylation enzyme inhibition – biochemical, confirmation dose response, primary screen (AID 588689); Dengue-2 NS5 methyltransferase capping enzyme assay, biochemical; higher % means a stronger effect; inhibition, % at 25 µM; hits with a dose series show IC50 in µM; hit rate 0.3% among 340,000; in the data active means a potency from the dose series
# LYP inhibition: PTPN22 lymphoid phosphatase activity blockers – biochemical, fluorescence intensity, uHTS (AID 1779) | hit rate 0.054% among 290,000 | recombinant LYP phosphatase, fluorescence intensity; higher % means a stronger effect | inhibition, % at 11.5 µM; hits with a dose series show IC50 in µM; in the data active means inhibition above about 50%;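 further: plate controls were vehicle with enzyme for no effect and no enzyme for full effect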
# NS5 inhibitors pilot replicate: further read-out of NS5 inhibitors, marked with its call; inhibition, %; measured here: pilot screen replicate inhibition
# Starred values were filed as active, the others as inactive; · = not tested or not shown. Outcome played no part in choosing rows; about 1.7% have a hit in one of these screens.
SMILES,RSV antiviral HEp-2,MgcRacGAP inhibition,AID2073,XIAP antagonists,HIV peptide binding,Large T inhibition,Siah-1 displacement,NS5 inhibitors,LYP inhibition,others
CCC(=O)Nc1ccc(NC(=O)/C=C/c2ccc(Cl)cc2)cc1,6.2%,11%,8%,-14%,5.5%,-2%,8%,5%,2%,
O=C1ON=C(c2ccc(Cl)cc2)/C1=C/c1ccc(O)cc1,1.5%,·,19%,-3.0%,22%,35%,16%,·,-1%,
CCN(CC(=O)NCc1ccc(Cl)cc1)CC(=O)Nc1ccc(C(N)=O)cc1,0.2%,11%,4%,-6.5%,0.4%,8%,-2%,-4%,-3%,
Cc1nnc(SC2CC(=O)N(c3ccccc3)C2=O)s1 (stereo not drawn),2.3%,11%,9%,-4.1%,-1.8%,21%,-4%,-29%,-5%,
O=C(Nc1cccc(-c2nc3ncccc3o2)c1)c1ccco1,1.9%,1%,3%,1.2%,-0.7%,4%,3%,4%,-3%,
CCNc1nc(NC(C)C)nc(NS(=O)(=O)c2ccc(C)cc2)n1,2.0%,5%,-10%,·,0.1%,1%,3%,2%,-11%,
c1ccc(CSc2nnc(-c3ccco3)n2Cc2ccccc2)cc1,5.5%,5%,-12%,-3.9%,1.5%,3%,0%,-5%,2%,
COc1ccc(C2N(c3ccc(F)cc3)C(=O)C3CCCN32)cc1 (stereo not drawn),-0.8%,3%,3%,-4.1%,13%,8%,-5%,1%,-7%,
Cc1cccc(N=C2NC(=O)c3cc([N+](=O)[O-])ccc32)c1,0.8%,10%,-10%,-2.6%,2.3%,3%,6%,-6%,-4%,
Cc1nn(Cc2ccccc2)c(C)c1NC(=O)CSc1nc2c(c(C(F)(F)F)n1)CCc1ccccc1-2,12%,2%,6%,-9.0%,3.3%,22%,8%,-8%,6%,
O=C(O)CCC(=O)Nc1cccc2cccnc12,1.6%,-11%,7%,-5.2%,-1.3%,9%,4%,1%,-9%,
Cc1ccc(S(=O)(=O)C2(C(=O)N3CCN(C4CCCCC4)CC3)CC2)cc1,-1.3%,6%,8%,-3.6%,-0.9%,1%,-2%,-11%,-3%,
Cc1ccc(-n2c(SCC(=O)Nc3cc(C)on3)nc3c(c2=O)SC(C)C3)cc1 (stereo not drawn),1.8%,14%,1%,-3.7%,-1.4%,1%,3%,-1%,6%,
Cc1ccc(Cl)cc1N1CCN(S(=O)(=O)c2c(C)nc3scc(C)n3c2=O)CC1,22%,6%,5%,·,1.9%,9%,13%,-6%,-7%,
COc1ccc(NC(=O)CSc2nc(SC)ns2)c(OC)c1,3.8%,1%,-2%,·,0.7%,0%,-4%,3%,-18%,

# Already shown: an excerpt of the list.
SMILES,RSV antiviral HEp-2,MgcRacGAP inhibition,AID2073,XIAP antagonists,HIV peptide binding,Large T inhibition,Siah-1 displacement,NS5 inhibitors,LYP inhibition,others
O=C(O)CCC(=O)Nc1cccc2cccnc12,1.6%,-11%,7%,-5.2%,-1.3%,9%,4%,1%,-9%,
Cc1ccc(S(=O)(=O)C2(C(=O)N3CCN(C4CCCCC4)CC3)CC2)cc1,-1.3%,6%,8%,-3.6%,-0.9%,1%,-2%,-11%,-3%,
Cc1ccc(-n2c(SCC(=O)Nc3cc(C)on3)nc3c(c2=O)SC(C)C3)cc1 (stereo not drawn),1.8%,14%,1%,-3.7%,-1.4%,1%,3%,-1%,6%,
Cc1ccc(Cl)cc1N1CCN(S(=O)(=O)c2c(C)nc3scc(C)n3c2=O)CC1,22%,6%,5%,·,1.9%,9%,13%,-6%,-7%,
COc1ccc(NC(=O)CSc2nc(SC)ns2)c(OC)c1,3.8%,1%,-2%,·,0.7%,0%,-4%,3%,-18%,

# Continuation:
SMILES,RSV antiviral HEp-2,MgcRacGAP inhibition,AID2073,XIAP antagonists,HIV peptide binding,Large T inhibition,Siah-1 displacement,NS5 inhibitors,LYP inhibition,others
CCN(CC)CCCn1c2c(c(SCC(=O)Nc3cccc4ccccc34)nc1=O)CCC2,-2.2%,1%,·,·,·,8%,·,6%,·,
O=C(c1cc2ccccc2o1)N1CCN(Cc2ccc3c(c2)OCO3)CC1,15%,-1%,10%,·,-1.1%,2%,0%,-3%,-10%,
Cn1cnnc1SC/C(O)=C(\C#N)c1nc2ccccc2[nH]1,1.6%,12%,11%,-0.3%,-0.8%,9%,-3%,-7%,-3%,
O=c1[nH]c(CSc2nnc(NCCCN3CCOCC3)s2)nc2cc(Cl)ccc12,-1.4%,7%,-6%,-1.3%,-1.6%,12%,-2%,-2%,-2%,NS5 inhibitors pilot replicate=-3.6
O=C(Nc1cccc(C(F)(F)F)c1)N1CCC(c2nc(-c3ccc(F)cc3)no2)CC1,-1.2%,5%,1%,-7.4%,-0.4%,-5%,0%,-4%,10%,
O=C(Cc1c(F)cccc1Cl)NCC1CCCO1 (stereo not drawn),0.2%,1%,-4%,0.1%,1.5%,4%,0%,1%,-4%,
COc1cccc(C2CC(C(F)(F)F)n3ncc(C(=O)NC(C)(C)C)c3N2)c1 (stereo not drawn),1.9%,11%,-4%,-3.8%,-1.3%,3%,0%,-13%,-1%,
Cc1csc(NC(=O)CSc2nnc(-c3ccoc3C)n2Cc2ccco2)n1,0.5%,9%,19%,-7.4%,3.2%,13%,3%,-5%,-2%,
CCOC(=O)C1(Cc2cccc(Cl)c2)CCCN(C(=O)c2cc(CC)on2)C1 (stereo not drawn),3.5%,9%,6%,·,-0.3%,-4%,-7%,2%,3%,
O=C(NCc1ccco1)C1CCCN1S(=O)(=O)c1ccccc1C(F)(F)F (stereo not drawn),-0.9%,3%,8%,·,1.0%,13%,5%,-3%,-6%,
COc1ccccc1CNC(=O)c1cc(-c2ccccc2C)n(CC2CC(c3cccc([N+](=O)[O-])c3)=NO2)n1 (stereo not drawn),2.1%,6%,·,·,·,16%,·,-10%,·,
Cc1cc(NS(=O)(=O)c2ccc(NC(=O)Cc3ccc([N+](=O)[O-])cc3)cc2)no1,-0.2%,2%,-1%,·,2.2%,-3%,-3%,-4%,-4%,
Cc1cccc(OC(=O)n2c(=S)oc3cc(Cl)ccc32)c1,1.4%,4%,-14%,-28%,1.5%,8%,-1%,4%,-11%,
COc1ccc(CCNC(=O)c2ccc(OC)c(OC)c2)cc1OC,0.0%,-6%,4%,·,1.7%,1%,-5%,2%,-17%,
Cc1cc(SCC#N)n2nc(C)c(-c3ccccc3)c2n1,0.2%,7%,4%,-7.3%,-1.6%,34%,-1%,2%,-2%,
CCc1ccc(/C=C(\Cl)c2nc3cc(Cl)ccc3c(=O)[nH]2)cc1,0.3%,16%,4%,-0.3%,1.8%,5%,-2%,-1%,-4%,
Cc1nc2ccc(NC(=O)N3CCC(c4ccccc4)C3)cc2nc1C (stereo not drawn),6.3%,14%,26%,-3.0%,1.0%,-3%,0%,-8%,-12%,
COc1ccccc1CNC(=O)Cc1csc(NC(=O)Nc2ccccc2OC)n1,7.7%,0%,·,·,·,20%,·,1%,·,
Cc1ccc(S(=O)(=O)NCCC(=O)NNC(=O)C2COc3ccccc3O2)cc1 (stereo not drawn),2.0%,4%,·,·,·,7%,·,3%,·,
COc1cc(/C=C(\C#N)C(=O)Nc2ccccc2C(=O)O)cc(Cl)c1OC,1.1%,-3%,10%,-12%,40%,6%,-1%,61µM*,-3%,
COC(=O)c1ccccc1NC(=O)CCCn1nc([N+](=O)[O-])c(Br)c1C,0.6%,4%,2%,-1.0%,3.7%,15%,2%,5%,-6%,
CCCCC(c1nnnn1C1CCCC1)N1CCN(C(=O)c2ccco2)CC1 (stereo not drawn),0.9%,10%,-1%,-0.2%,-0.3%,1%,0%,1%,6%,
COc1ccccc1N1CCN(C(=O)Cn2nc3n(C)c4ccccc4n3c(=O)c2=O)CC1,-0.4%,·,13%,-7.4%,1.4%,3%,14%,·,-6%,
O=C(Nc1ccc2ccccc2n1)Nc1cccs1,·,8%,-9%,·,-1.6%,8%,11%,2%,-3%,
O=C(Nc1ccc(N2CCOCC2)c(Cl)c1)c1ccc(-n2cnnc2)cc1,0.9%,2%,24%,·,0.7%,-12%,-3%,-1%,-2%,
O=C(Nc1cc(Cl)ccc1N1CCOCC1)c1ccc(N2CCCC2=O)cc1,11%,5%,·,·,·,1%,·,-6%,·,
CCOC(=O)Nc1sc(=S)n(C)c1C,1.0%,8%,-42%,-10%,-2.9%,3%,-4%,3%,-7%,
Cn1c(/N=C/c2c[nH]c3ccccc23)nc2ccccc21,1.4%,8%,4%,-3.3%,-2.4%,-4%,3%,5%,-6%,
Cc1ccc(NC(=O)c2ccco2)c(NC(=O)C2CCCO2)c1 (stereo not drawn),0.5%,4%,-3%,-5.8%,0.9%,4%,0%,-4%,3%,
CC1CCCCC1NC(=O)c1cccc(N2C(=O)C3C4C=CC(C4)C3C2=O)c1 (stereo not drawn),4.8%,5%,2%,·,-1.1%,8%,13%,-13%,-13%,
O=C(CN1CCC(n2nnc3cc(F)ccc32)CC1)NNC(=O)c1ccccc1,0.4%,4%,20%,0.9%,-0.1%,9%,0%,-1%,-9%,
CCc1nnc(NC(=O)c2cccc(S(=O)(=O)N(C)c3ccc(OC)cc3)c2)s1,1.6%,3%,4%,-0.8%,0.7%,6%,-2%,-1%,-1%,
O=C(Nc1ccc(Cl)cc1F)C1CC1c1ccccc1 (stereo not drawn),2.5%,16%,-5%,·,0.5%,5%,-3%,-4%,-7%,
COc1ccc(CCNC(=O)C(=O)Nc2ccc3c(c2)OCO3)cc1OC,-1.7%,1%,21%,-2.7%,1.6%,5%,-7%,-4%,-5%,
CC(O)(c1ccccc1)C(c1ccccc1)C1CCCCN1 (stereo not drawn),-0.5%,8%,-18%,·,-0.8%,2%,-4%,-6%,-7%,
CC(=O)Nc1ncc(Cc2cc(Cl)ccc2Cl)s1,-1.0%,-5%,3%,-0.8%,-0.4%,·,3%,3%,-6%,
C/C(=N/NS(=O)(=O)c1ccc(Br)cc1)c1ccc(NC(=O)c2ccc(C)o2)cc1,65%,11%,4%,-7.4%,-0.2%,-2%,-1%,-1%,-1%,
CCCCNC(=S)NNC(=O)c1csc(CC)c1,0.9%,13%,-20%,-0.5%,-2.6%,-7%,-4%,-2%,-9%,
c1ccc(-c2noc(CN3CCc4sccc4C3)n2)cc1,7.7%,3%,16%,-7.2%,-1.3%,7%,1%,-3%,-4%,
O=S(=O)(c1cccc(F)c1)N1CCN(C(=S)NCC2CCCO2)CC1 (stereo not drawn),1.5%,8%,-5%,·,1.4%,3%,2%,4%,-9%,
O=C(CN(C(=O)CCC(=O)Nc1ccccn1)C1CCCC1)NCc1ccccc1,1.2%,5%,2%,·,-0.3%,12%,6%,0%,0%,
CC(C)(C)c1ccccc1NC(=O)c1cccnc1,0.6%,0%,9%,-3.1%,0.5%,7%,-2%,-3%,-1%,
Cn1cc(Cl)c(C(=O)N/N=C/c2ccc(OS(=O)(=O)c3ccccc3)cc2)n1,2.3%,-1%,12%,-12%,1.8%,6%,4%,-11%,4%,
O=C(COC(=O)CNC(=O)c1ccc(Br)cc1)Nc1nnc(-c2ccccc2)o1,1.3%,2%,·,·,·,4%,·,1%,·,
Cc1cc(=O)oc2cc(OCC(=O)N3CCC(O)CC3)c(Cl)cc12,-0.1%,-1%,3%,·,2.9%,11%,2%,-8%,0%,
